MsrA inhibitor – bovine MsrA inhibition; inhibition, % at 15.5 µM; 360,000 compounds, 0.75% hits; purified bovine MsrA, absorbance read-out; AID 651718; in the data active = inhibition above about 4.5%;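 also: 0% = vehicle wells with enzyme and 100% = reference inhibitor wells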
E coli Lon inh – inhibitors of E. coli Lon protease; P0A9M0; purified E. coli Lon protease, fluorescence polarization; inhibition, % at 7.94 µM; 360,000 compounds, 0.42% hits; in the data active = inhibition above about 13%, passing the limit was not always enough;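 also: 0% = enzyme with probe and DMSO and 100% = no enzyme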
CendR NRP1 mod – NRP-1/CendR interaction modulation; O14786; FAM-RPARPAR peptide binding to NRP-1, fluorescence polarization; inhibition, % at 25 µM; 360,000 compounds, 0.85% hits; AID 602438;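 active = inhibition or corrected inhibition above about 18%, plus a signal ratio from 0.5 to 1.5, limit read from the data, passing the limit was not always enough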; also: strong numbers were not always called active
Target sequence (O14786 whole entry, looked up): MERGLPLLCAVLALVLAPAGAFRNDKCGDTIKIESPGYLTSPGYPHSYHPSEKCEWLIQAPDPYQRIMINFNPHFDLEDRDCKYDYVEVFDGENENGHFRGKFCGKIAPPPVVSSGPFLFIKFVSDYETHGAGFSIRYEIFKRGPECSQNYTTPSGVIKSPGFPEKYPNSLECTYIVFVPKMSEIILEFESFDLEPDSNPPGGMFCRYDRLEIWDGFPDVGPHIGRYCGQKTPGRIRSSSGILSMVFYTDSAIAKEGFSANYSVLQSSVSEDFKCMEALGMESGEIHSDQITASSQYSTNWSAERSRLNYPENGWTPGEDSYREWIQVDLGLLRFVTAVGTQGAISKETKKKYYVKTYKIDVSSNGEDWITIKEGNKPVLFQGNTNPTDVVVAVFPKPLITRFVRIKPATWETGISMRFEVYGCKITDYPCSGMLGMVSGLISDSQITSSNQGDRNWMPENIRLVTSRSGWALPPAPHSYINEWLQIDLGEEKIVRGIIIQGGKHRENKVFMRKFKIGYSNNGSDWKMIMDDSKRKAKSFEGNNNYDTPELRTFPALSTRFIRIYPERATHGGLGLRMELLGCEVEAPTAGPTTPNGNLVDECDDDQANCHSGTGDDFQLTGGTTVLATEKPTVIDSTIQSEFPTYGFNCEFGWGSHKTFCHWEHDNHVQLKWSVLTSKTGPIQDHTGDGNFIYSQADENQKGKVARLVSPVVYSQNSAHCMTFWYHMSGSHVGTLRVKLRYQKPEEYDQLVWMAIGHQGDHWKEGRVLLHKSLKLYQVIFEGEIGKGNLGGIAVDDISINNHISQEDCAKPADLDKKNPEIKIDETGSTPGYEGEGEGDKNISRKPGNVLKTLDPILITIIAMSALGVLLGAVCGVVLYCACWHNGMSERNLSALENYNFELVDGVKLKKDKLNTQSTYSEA
PABP1 MLLE inh – blocks PAM2 peptide binding to the PABP1 MLLE domain; P11940; GST-MLLE / FITC-PAM2 fluorescence polarization; inhibition, % at 20 µM; 360,000 compounds, 0.36% hits; AID 588489; in the data active = inhibition above about 35%, passing the limit was not always enough;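 also: plate controls were DMSO wells with GST-MLLE for no effect and wells lacking GST-MLLE protein for full effect; some results filed as inactive read as strong as hits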
SKN-1 block – inhibitors of C. elegans SKN-1; inhibition, % at 21.8 µM; 360,000 compounds, 0.49% hits; C. elegans VP596 Pgst-4::GFP/RFP ratio, acrylamide-induced, 24 h;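 active = interference check ratio from 0.5 to 1.5 plus GFP to RFP signal ratio inhibition reaching or exceeding a fixed threshold, cut at about 30% in these data, passing the limit was not always enough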; also: some compounds called inactive have numbers as strong as hits
Tb MetRS inh – blocks T. brucei methionyl-tRNA synthetase activity; AID 624268; 360,000 compounds, 0.4% hits; purified T. brucei MetRS, ATP depletion, Kinase-Glo luminescence; inhibition, % at 11.9 µM;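 active = inhibition above a per-plate cutoff of the control wells' mean inhibition plus 3 SD, cut at about 5.5% in these data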;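 also: 0% = DMSO wells median and 100% = median of wells with control inhibitor compound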
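Material: parasite MetRS enzyme / Replication: singlicate, one well per compound / Signal: luminescence of leftover ATP / Schedule: 2 h aminoacylation at 25 °C after 15 min preincubation / Medium: HEPES-MgCl2-KCl buffer plus DTT, spermine, BSA, pyrophosphatase / Doses: 11.9 µM single point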
FAS-TE inh – inhibitors of human fatty acid synthase thioesterase domain; inhibition, % at 15 µM; recombinant FAS-TE, OMFH fluorogenic substrate, fluorescence endpoint; P49327; AID 602261; 360,000 compounds, 0.67% hits;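 active = compounds whose normalised, plate-corrected inhibition of enzyme fluorescence in the single-dose primary screen is 50% or more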;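 also: 0% = DMSO with enzyme and 100% = substrate without enzyme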
MsrA act – bovine methionine sulfoxide reductase A activation. purified bovine MsrA, absorbance read-out. activation, % at 10.6 µM. 360,000 compounds, 0.3% hits. AID 602163; in the data active = activation above about 7.5%;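 also: 0% = vehicle and 100% = reference activator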
MT1-MMP act inh – inhibitors of human MT1-MMP activation; AID 651647; GFP/RFP ratio change, % at 20 µM; 360,000 compounds, 0.061% hits; P50281; HT1080 RFP-PRO-GFP cells, GFP/RFP ratio fluorescence, overnight; percent of plate control window, DMSO zero;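 active = GFP/RFP ratio change of at least 30% with cell ATP level not reduced by more than half and red fluorescence within 50% of control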; also: strong numbers were not always called active
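Test system: HT1080 cells expressing an RFP-PRO-GFP fluorescent reporter construct / Compound dosing: single-point 20 µM compound, 1% DMSO / Schedule: cells overnight before dosing, compound overnight, 37 °C, 5% CO2 / Evaluation: GFP/RFP fluorescence ratio / Control set: DMSO and RFP-L50D-GFP cell wells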
The depositor's hits bear a star; · = no result given. Only part of the results is shown; the hit share may differ from the screen's.

No. | canonical_smiles | MsrA act | CendR NRP1 mod | Tb MetRS inh | SKN-1 block | E coli Lon inh | PABP1 MLLE inh | FAS-TE inh | MsrA inhibitor | MT1-MMP act inh
1 | COc1ccc(-c2ccc3c(c2)CN(c2cccc(Cl)c2)Cc2cnnn2-3)cc1 | 0 | 10 | -0.6 | 14 | 2 | -6 | 28 | -1.7 | 7
2 | C/C(=C/C=C/[C@@H](C)C(=O)O)[C@H]1CN[C@H](C(=O)O)[C@H]1CC(=O)O | -10 | -53 | -2.6 | 17 | -8 | 4 | -7 | 0.5 | 10
3 | COc1ccc(C(CNC(=O)CCc2ccsc2)N(C)C)cc1 (configuration not stated) | -4 | 18 | -0.7 | 2 | 2 | 4 | -2 | -0.8 | -1
4 | COc1cccc(CNCCc2ccccc2)c1OC | -6 | -8 | -0.1 | -4 | 8 | 3 | -3 | 0.3 | -3
5 | CC(C)(C)NC(=S)N1Cc2ccccc2-n2nncc2C1 | 0 | 10 | -1.1 | 1 | -8 | -52 | -8 | 0.5 | 4
6 | Cc1cccc(NP(C)(=O)c2nc3c(s2)CCCC3)c1 (configuration not stated) | -3 | 4 | 0.0 | 5 | -1 | -7 | -6 | -0.1 | 1
7 | O=C(c1ccc2c3c(cccc13)CC2)C1CCCN(CC2CC2)C1 (configuration not stated) | 0 | -6 | 0.1 | 0 | 4 | -5 | -2 | 1.7 | -2
8 | COc1cc(CC(=O)N2C[C@H]3C[C@@H](C2)c2cccc(=O)n2C3)cc(OC)c1OC | -2 | 3 | -0.3 | 10 | 5 | 0 | 0 | -0.1 | 0
9 | C[N+]12CCC(CC1)C(=C(c1ccccc1)c1ccccc1)C2 | -5 | -2 | -1.3 | -4 | -16 | -50 | -12 | -0.1 | -9
10 | CN(C)CC#CCOCCOCCC#N | -3 | 7 | -1.3 | -2 | -6 | -1 | -7 | 0.6 | 1
11 | COC(=O)C1=C(c2ccc(F)cc2F)C[C@@H]2CC[C@H]1N2C(=O)N1CCC(O)(c2ccc(Cl)cc2)CC1 | -2 | -1 | -0.4 | -6 | -4 | -4 | 12 | 2.0 | -1
12 | CCOC(=O)c1ccccc1N | -2 | -1 | 0.5 | 11 | 6 | 5 | -4 | -0.1 | 2
13 | CC[n+]1c(/C=C/N(C)c2ccccc2)sc2ccc(Cl)cc21 | -4 | -16 | -1.1 | 48 | 5 | 20 | -10 | 2.6 | 52*
14 | CC1(C)CC(=O)C(C=NCCN2CCN(C(=O)Cc3ccc(Cl)cc3)CC2)=C(O)C1 | -1 | -9 | 1.0 | -39 | -4 | 0 | -6 | 1.7 | 2
15 | O=c1c2ccccc2nc(/C=C/c2ccccn2)n1-c1ccccc1 | -1 | -4 | -0.9 | -11 | -6 | 8 | -3 | -0.1 | -1
16 | COC(=O)[C@@H]1N=C(c2ccc(OC)cc2)O[C@]12C(=O)N(Cc1ccc(OC)cc1)c1ccccc12 | -12 | 2 | -1.7 | 16 | 4 | · | 18 | -0.8 | 8
17 | CC(NCC#Cc1ccccc1)C(O)c1ccccc1 (configuration not stated) | -1 | -3 | -0.5 | 5 | 6 | -1 | -2 | 0.5 | 1
18 | CCCCn1c(O)c(/C=N/NC(=O)c2ccncc2)c(=O)[nH]c1=O | -4 | -33 | 3.7 | 2 | -23 | -44 | 1 | 0.8 | 1
19 | COc1ccc(-n2c(/C=C/c3ccc(O)cc3)nc3ccccc3c2=O)cc1 | -6 | -1 | -0.8 | 7 | -52 | -36 | 9 | 1.1 | -69
20 | Cc1cccc(NP(=O)(Oc2ccccc2F)Oc2ccccc2F)c1C | 2 | -1 | 0.0 | 4 | -12 | 9 | 28 | 0.4 | -10
21 | CCC(C)n1c(O)c(C=NCC2CCCO2)c(=O)[nH]c1=S (configuration not stated) | -8 | 10 | -1.1 | 1 | -7 | -5 | -3 | 3.4 | 3
22 | CCCCCCC(=O)N/N=C/c1c(O)n(CCc2ccccc2)c(=O)[nH]c1=O | -2 | -10 | 0.4 | 12 | -7 | -19 | 17 | -0.4 | 1
23 | COC(=O)C(O)(c1ccc(NC(=S)NC(=O)c2ccccc2)cc1)C(F)(F)F (configuration not stated) | -7 | -6 | -0.9 | 3 | -3 | 15 | 15 | 0.1 | 0
24 | COC(=O)C1=C(c2ccccc2)C[C@@H]2CC[C@H]1N2C(=O)NC1CCCCC1 | -9 | 12 | -0.2 | 3 | 5 | -4 | -7 | 0.4 | 3
25 | CCCCNc1ccncc1S(=O)(=O)NC(=O)NC(C)C | 2 | -14 | -0.9 | 10 | -7 | -5 | -6 | 0.1 | 4
26 | CC(C)OP(=O)(Oc1ccc(C(O)C(Cl)(Cl)Cl)cc1)OC(C)C (configuration not stated) | -1 | 0 | -0.6 | 24 | 14 | -5 | -2 | -0.3 | 10
27 | CSc1nnc([C@@H](N)Cc2c[nH]c3ccccc23)o1 | -9 | 0 | -0.8 | -9 | -7 | 0 | 0 | -0.9 | 2
28 | COC(=O)C1=C(c2c(C)noc2C)C[C@@H]2CC[C@H]1N2C(=O)NCc1ccc(F)cc1 | -3 | 6 | -0.2 | -1 | 2 | -4 | -8 | 1.0 | -1
29 | CC(C)CCNC(=O)c1c(N)n(Cc2ccc3c(c2)OCO3)c2nc3ccccc3nc12 | -2 | -10 | 1.2 | 7 | 1 | 7 | 26 | -0.8 | -33
30 | CCCCCn1c(=O)c(C(=O)NCc2ccccc2Cl)c(O)c2ccccc21 | -2 | -7 | -0.6 | -3 | 3 | 4 | 13 | 0.5 | 2
31 | Cc1ccccc1O | -1 | -3 | 0.5 | -5 | -2 | -1 | -7 | -0.4 | -3
32 | COc1cc([N+](=O)[O-])c2nc(C)ccc2c1[N+](=O)[O-] | -5 | 6 | -0.3 | 16 | -9 | -9 | -15 | 1.3 | 6
33 | CC1(C)C2SCC(=O)N2CCN1CC(=O)NN (configuration not stated) | -3 | -2 | -0.6 | -15 | -1 | 18 | -6 | 0.2 | -2
34 | c1ccc2c(CNC3CCCCCC3)c[nH]c2c1 | -4 | -22 | 0.0 | 0 | 4 | 4 | -3 | -0.3 | -1
35 | O=C1C2CCCC1C(N1CCCCC1)CC2 (configuration not stated) | -6 | 16 | -1.2 | 8 | -3 | -15 | 1 | 0.5 | 1
36 | CC1CCSP(=O)(Oc2ccccc2)O1 (configuration not stated) | -2 | 1 | -0.5 | -1 | 5 | 12 | -4 | 1.5 | 2
37 | C[C@]12C[C@H](O)[C@@H](O)C[C@@H]1CC[C@@H]1[C@@H]2CC[C@]2(C)C(=O)CC[C@@H]12 | -5 | 3 | 0.2 | 19 | 4 | 4 | -5 | -1.0 | 3
38 | COC(=O)C1=C(c2ccccc2OCc2ccccc2)C[C@@H]2CC[C@H]1N2C(=O)NCc1ccc(OC)c(OC)c1 | 5 | 1 | -0.1 | 18 | -2 | 16 | 4 | 0.4 | 0
39 | O=c1[nH]c(=S)n(Cc2ccc(F)cc2)c(O)c1C=NCc1cccnc1 | -8 | -5 | -0.2 | 4 | -1 | -2 | -7 | 4.8* | -5
40 | Nc1ccc(Cl)cc1C(=O)c1ccccc1 | -1 | 6 | 0.5 | 3 | -5 | 4 | 9 | -0.1 | 0
41 | CCOP(=O)(OCC)C1(O)C(=O)Nc2ccc(Br)cc21 (configuration not stated) | -4 | -3 | 0.2 | 8 | -11 | 5 | -12 | 2.0 | -3
42 | O=C1NC(=O)N(c2cccc(Cl)c2)C(=O)/C1=C\c1ccc(Sc2nc3ccccc3[nH]2)o1 | -5 | -220 | 0.8 | 76 | -26 | -137 | 10 | 0.5 | -5
43 | O=C(CF)NC(Nc1cccc2cccnc12)C(Cl)(Cl)Cl (configuration not stated) | 1 | 12 | -0.2 | 7 | 9 | -11 | 6 | 0.6 | 49*
44 | CCC(=NCc1ccco1)c1c(O)n(-c2ccccc2C)c(=O)[nH]c1=O | -1 | 0 | 0.0 | 0 | -3 | -4 | 2 | -0.9 | -2
45 | CCCCn1c(O)c(C(C)=NCCN2CCOCC2)c(=O)[nH]c1=O | 1 | -7 | 0.9 | 3 | -3 | 6 | -5 | -0.2 | -3
46 | Clc1ccccc1CNCCc1c[nH]c2ccccc12 | -3 | 6 | -0.1 | 20 | -4 | 12 | -4 | 0.8 | 2
47 | COc1cccc(N=Cc2c(O)n(Cc3ccco3)c(=O)[nH]c2=O)c1 | -4 | -3 | -0.4 | 3 | -5 | -2 | -1 | 3.7 | 5
48 | COC(=O)C1=C(c2ccc(OC(F)(F)F)cc2)C[C@@H]2CC[C@H]1N2C(=O)NCCOc1ccccc1Cl | 1 | -10 | 0.1 | 14 | 6 | -7 | 27 | 0.4 | -9
49 | CCOP(=S)(OCC)N1CC1 | -3 | 12 | -0.3 | -2 | -2 | 12 | -6 | 0.2 | 0
50 | CC(C(=O)Nc1ccc(Br)cc1C(=O)c1ccccc1)N1CCOCC1 (configuration not stated) | -4 | -1 | -0.3 | -1 | -3 | -10 | 4 | 0.0 | -1

Additional entries follow.
No. | canonical_smiles | MsrA act | CendR NRP1 mod | Tb MetRS inh | SKN-1 block | E coli Lon inh | PABP1 MLLE inh | FAS-TE inh | MsrA inhibitor | MT1-MMP act inh
51 | CCOP(=O)(OCC)C(NC(=O)C(C)C)C(Cl)(Cl)Cl (configuration not stated) | -2 | -6 | 0.0 | 25 | 5 | -7 | -3 | 0.8 | -5
52 | ClCCN(CCCl)c1ccc(C2=NCCc3ccccc32)cc1 | 0 | 4 | -0.3 | 16 | -1 | -19 | 8 | -0.3 | 5
53 | O=C(COc1ccccc1)Nc1ccc(Cl)cc1C(=O)c1ccccc1 | -8 | -5 | -0.6 | -3 | -2 | 5 | 12 | 0.1 | -3
54 | CCC(C)c1ccc(N2C(=O)NC(=O)/C(=C/c3cccn3CCOc3ccc(C)cc3)C2=O)cc1 (configuration not stated) | -13 | 41 | -1.0 | -30 | -13 | 43 | -11 | -0.9 | 0
55 | COC(=O)C1=C(c2ccc(F)cc2OCc2ccccc2)C[C@@H]2CC[C@H]1N2C(=O)NCc1ccc(F)cc1 | -2 | 6 | -0.2 | 15 | 3 | -9 | 13 | 2.9 | -10
56 | Nc1c(C(=O)NCCN2CCOCC2)c2nc3ccccc3nc2n1Cc1ccco1 | -5 | -46 | 0.8 | 18 | -29 | -32 | -6 | 0.1 | -16
57 | COc1cc2c(cc1OC)C(C)NCC2 (configuration not stated) | 0 | -3 | -0.5 | 21 | 1 | 0 | -1 | 0.1 | -1
58 | COc1c(C)cc(C(=O)C2CCCN(Cc3cccc(O)c3)C2)cc1C (configuration not stated) | -3 | 4 | -0.7 | -2 | 3 | 10 | -3 | 0.4 | 3
59 | CCOC(=O)c1cc2c(cn1)[C@@H](CCO)NC2 | 0 | 6 | 0.6 | -5 | -3 | 3 | -13 | -0.6 | 3
60 | C=C1C(=O)OC2CC3(C)OC3CCC(C)=CC(OC(C)=O)C12 (configuration not stated) | -4 | -2 | -0.2 | 7 | -9 | 23 | -9 | -0.8 | 2
61 | O=Cc1cn(Cc2cccc(F)c2)c2ccccc12 | -1 | 4 | 0.7 | -8 | 1 | 5 | 0 | -0.2 | -4
62 | COC(=O)C1=C(c2ccccc2)C[C@@H]2CC[C@H]1N2C(=O)N1CCCCC1 | -2 | 32* | 0.0 | -4 | -3 | -9 | -10 | -0.9 | 0
63 | O=[N+]([O-])c1cccc2c([N+](=O)[O-])cccc12 | -1 | 12 | -0.1 | 5 | 3 | -4 | 4 | 0.5 | 0

Screening data deposited in PubChem by several laboratories.
